MEKK2wt PB1 HTS – raises or lowers MEK5 binding to wildtype human MEKK2 PB1 domain; Q9Y2U5; bead flow cytometry, Alexa488-MEK5 binding to MEKK2 WT; actives lie on both sides; binding response (% of control), % at 10 µM; hit rate 1.1% among 290,000; in the data active means binding response below about 67% or above about 130%
GalR3 antag – antagonists of human GalR3 | AID 651719 | inhibition, % at 3 µM | O60755 | hit rate 0.44% among 360,000 | HEK293 GalR3-CNG cAMP membrane potential fluorescence; galR3 body fused to GalR1 C-terminus;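 active means inhibition above the screen-wide average plus 3 SD, cut at about 13% in these data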;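 further: forskolin and galanin both at EC90 stimulate the cells; cAMP rise reported by CNG channel membrane potential dye signal; 0% = forskolin plus galanin with DMSO and 100% = forskolin alone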
Target sequence (O60755 1-299 limits assumed): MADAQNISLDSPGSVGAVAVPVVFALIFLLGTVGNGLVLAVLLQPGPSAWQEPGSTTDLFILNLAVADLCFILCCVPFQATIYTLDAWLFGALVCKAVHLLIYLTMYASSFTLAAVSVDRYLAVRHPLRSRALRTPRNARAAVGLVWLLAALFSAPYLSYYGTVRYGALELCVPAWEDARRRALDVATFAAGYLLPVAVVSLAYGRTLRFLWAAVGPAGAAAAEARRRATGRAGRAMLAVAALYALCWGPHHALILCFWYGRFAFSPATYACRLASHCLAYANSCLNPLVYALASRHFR
MEKK2mut PB1 HTS – signal of MEK5 binding to mutant human MEKK2 PB1 domain. bead flow cytometry, Alexa488-MEK5 binding to MEKK2 mutant. percent response, % at 10 µM. hit rate 0.35% among 290,000. AID 1530; in the data active means percent response above about 24%, passing the limit was not always enough; further: inactives centre near 1; some results filed as inactive read as strong as hits
GPR7 antag – human neuropeptides B/W receptor 1 antagonism; GPR7-expressing cells, fluorescence antagonist assay; inhibition, % at 4.4 µM; hit rate 1.1% among 290,000; AID 1861; in the data active means inhibition above about 16%, passing the limit was not always enough;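 further: cells stimulated with the agonist NPW; 0% = agonist with vehicle and 100% = vehicle without agonist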
Target sequence (P48145 whole entry, looked up): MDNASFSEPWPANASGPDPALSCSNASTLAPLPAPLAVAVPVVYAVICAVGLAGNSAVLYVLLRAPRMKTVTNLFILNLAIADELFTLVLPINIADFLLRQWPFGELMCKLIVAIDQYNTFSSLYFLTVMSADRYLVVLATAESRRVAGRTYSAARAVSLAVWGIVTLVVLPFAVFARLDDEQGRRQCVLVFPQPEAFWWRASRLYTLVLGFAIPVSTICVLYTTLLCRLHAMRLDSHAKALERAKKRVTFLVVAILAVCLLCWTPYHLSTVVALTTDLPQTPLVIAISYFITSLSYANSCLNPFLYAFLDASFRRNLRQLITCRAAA
NALP1 inh – inhibitors of NALP1 inflammasome in yeast; S. cerevisiae NALP1/ASC/caspase-1 growth, X-gal OD620, 72 h; inhibition, % at 10 µM; hit rate 0.61% among 280,000; in the data active means inhibition mostly above about 24%, no sharp cut-off; inactive means mostly below about 32%; further: some compounds called inactive have numbers as strong as hits
OXTR agonist – activates the human oxytocin receptor. P30559. CHO-OTR cells, Fluo-8 calcium fluorescence; normalized: DMSO 0%, oxytocin 100%. activation, % at 3 µM. hit rate 0.32% among 320,000. AID 2435;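 active means activation above the mean of all tested compounds plus 3 SD, cutoff set per screening run, cut at about 20% in these data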;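 further: peak over basal fluorescence ratio from a 100 s FLIPR kinetic read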
Target sequence (P30559 whole entry, looked up): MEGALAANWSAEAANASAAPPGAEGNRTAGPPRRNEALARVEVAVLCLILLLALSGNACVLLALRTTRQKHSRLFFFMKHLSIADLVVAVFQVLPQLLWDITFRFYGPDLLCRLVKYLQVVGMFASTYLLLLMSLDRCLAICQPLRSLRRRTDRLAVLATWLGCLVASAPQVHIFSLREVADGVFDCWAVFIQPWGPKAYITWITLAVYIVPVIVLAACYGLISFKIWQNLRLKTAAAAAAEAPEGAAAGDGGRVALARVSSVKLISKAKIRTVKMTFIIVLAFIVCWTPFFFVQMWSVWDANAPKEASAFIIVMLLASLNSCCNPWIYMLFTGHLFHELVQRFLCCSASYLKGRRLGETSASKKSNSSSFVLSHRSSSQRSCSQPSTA
OXTR potentiator – potentiators of human oxytocin receptor; P30559; CHO-OTR cells, Fluo-8 calcium fluorescence, potentiator mode; 0% = oxytocin EC15, 100% = EC100; activation, % at 3 µM; hit rate 0.061% among 320,000; AID 2445;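 active means activation above that plate's cutoff, the mean activation of tested compounds plus 3 SD, cut at about 6.6% in these data, passing the limit was not always enough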;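 further: 100% uses oxytocin at 75 nM as the full agonist control; some results filed as inactive read as strong as hits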
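Material: CHO-OTR cells, human receptor; compound dosing: single dose, 3.0 µM nominal final compound concentration; schedule: 6 min compound pre-incubation at room temperature, 100 s kinetic read; measured by: kinetic Fluo-8 calcium fluorescence; read-out basis: % activation vs EC15 and EC100 oxytocin; controls: EC15 oxytocin alone as 0%, 75 nM oxytocin as 100%; replicates: singlicate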
V1R ag counter – activates human V1a receptor in oxytocin agonist counter-screen. AID 2797. activation, % at 3 µM. P37288. CHO-V1R cells, Fluo-8 calcium fluorescence, agonist mode; 0% DMSO, 100% 3 nM vasopressin. hit rate 0.25% among 320,000;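 active means activation above the mean activation of all tested compounds plus 3 SD, per screening run, cut at about 20% in these data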;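 further: signal is peak over basal fluorescence ratio across a 100 second FLIPR read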
PfM18AAP inh – PfM18AAP enzyme inhibition | recombinant PfM18AAP, H-Glu-NHMec fluorogenic cleavage | inhibition, % at 7.35 µM | hit rate 1.2% among 290,000 | AID 1822;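 active means inhibition above the campaign mean inhibition over all tested compounds plus 3 SD, cut at about 28% in these data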;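 further: 0% = plate median of test compound wells and 100% = 2 mM ZnCl2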
The depositor's hits bear a star; / = not tested or not shown.

SMILES	MEKK2wt PB1 HTS	GalR3 antag	MEKK2mut PB1 HTS	GPR7 antag	NALP1 inh	OXTR agonist	OXTR potentiator	V1R ag counter	PfM18AAP inh
O=C(CCN1C(=O)C2CCCCC2C1=O)Nc1nc(-c2ccc(F)c(F)c2)cs1 (stereo unspecified)	104.0	-10.2	0.0	-9.2	-3.2	3.4	-10.1	4.2	4.8
O=C(O)c1cc(-c2ccc(/C=N/Nc3ccc(Cl)cc3)o2)ccc1Cl	92.0	-1.0	-2.0	-2.2	5.4	0.2	-3.6	0.3	-1.0
CCOC(=O)C1CCCN(Cc2c(C(=O)N3CCOCC3)nc3ccccn23)C1 (stereo unspecified)	102.0	-5.0	3.0	-5.6	-7.6	-0.3	-5.7	-0.9	-2.2
O=C(CNC(=O)C1COc2ccccc2O1)N/N=C/c1cc(Br)c(O)c(Br)c1 (stereo unspecified)	100.0	-7.4	1.0	-1.2	-7.9	-1.1	-5.5	0.4	10.4
Clc1cccc(CNc2nc(-c3cccnc3)nc3ccccc23)c1	106.0	-9.9	6.0	5.7	1.0	/	/	/	1.3
CCOC(=O)CSc1nc(C)c(C(=O)OCC)s1	104.0	4.0	2.0	-3.6	8.6	-0.2	-9.1	-0.7	-1.8
CCC/C=C(\CCC)C(NC(=O)OCC(C)C)c1ccc(C(=O)OC)cc1 (stereo unspecified)	105.0	-5.3	6.0	-2.0	27.1	-0.5	-9.8	0.1	1.1
Cc1noc(C)c1NC(=O)Nc1cccc2c1O[C@H](CN(C)S(=O)(=O)c1cn(C)cn1)[C@@H](C)CN([C@H](C)CO)C2=O	/	0.1	/	/	/	1.4	0.6	0.3	/
CCOC(=O)C1CCN(Cc2cc(=O)oc3c(C)c(C)ccc23)CC1	97.0	-2.2	-5.0	-1.9	21.0	2.4	-13.0	4.3	-7.1
COC(=O)c1c(NC(NC(=O)C(C)C)C(Cl)(Cl)Cl)sc2c1CCC2 (stereo unspecified)	116.0	-1.6	-1.0	-6.0	49.0	-1.8	-1.5	-1.5	6.7
Cc1cc(C)c(-c2c(O)c3cccc4c3n(c2=O)CCC4)c(C)c1	103.0	-0.4	4.0	-18.1	6.6	0.5	-2.5	0.0	-9.0
COc1cc(NC(=O)CSc2nnc(NC(C)C)s2)cc(OC)c1OC	93.0	-7.5	2.0	-2.1	0.6	1.7	-14.8	2.5	3.8
CCOc1ccccc1-c1nc(-c2cccc(Br)c2)no1	108.0	/	-1.0	-8.1	3.9	-0.1	1.5	-0.4	-11.1
CCN(CC)S(=O)(=O)c1ccc(N(C)Cc2cccc(OC)c2OC)nc1	92.0	-4.0	-5.0	-0.5	11.2	5.7	-29.3	5.6	1.9
COc1ccc2[nH]c(CN3CCN(CC=C(C)C)C(CCO)C3)c(C)c2c1 (stereo unspecified)	109.0	-1.3	1.0	9.5	26.4	-1.2	-16.0	-0.1	13.4
CSCC[C@H](NC(=O)C(C)(C)Oc1ccc(Cl)cc1)c1nc2ccccc2[nH]1	101.0	-0.1	-1.0	10.6	23.3	-2.4	-7.5	0.8	11.8
c1ccn2c(c1)nc1c2nc2ccccn21	103.0	-7.9	7.0	-3.1	20.0	-0.5	1.9	0.4	0.1
COc1ccc2c(c1)C=C(CN1CCN(C3CCCC3)C(CCO)C1)CO2 (stereo unspecified)	/	-0.3	/	-5.7	4.5	1.4	-0.4	0.1	0.9
N#CCCN(CCC#N)c1nncs1	105.0	-0.9	5.0	9.0	10.0	0.2	-1.2	0.1	-8.7
CCOC(=O)c1ccc(NC(=O)CCNc2c(N3CCCC3)c(=O)c2=O)cc1	104.0	4.5	0.0	-0.7	10.2	2.4	-6.1	1.8	-7.8
COc1ccc(NC(=O)c2c(C)nn(Cc3ccccc3)c2C)cc1S(=O)(=O)N(C)C	102.0	-7.8	-2.0	-7.5	7.5	1.1	-12.1	0.8	-7.8
O=C(NNC(=O)[C@H]1CC=CC[C@H]1C(=O)O)c1ccc(Cl)cc1Cl	100.0	-6.8	-4.0	-1.0	4.0	0.1	-7.2	-0.3	-1.9
Cc1nccn1-c1cc(C(C)(C)C)nc2c(-c3ccccc3)cnn12	100.0	-6.0	-1.0	-12.9	14.4	-0.4	-4.6	0.0	-7.5
CC(=O)c1ccc(NC(=O)C2CCCN2S(=O)(=O)c2cccs2)cc1 (stereo unspecified)	/	-4.7	/	/	/	0.5	-9.7	1.8	/
O=C(NCCN1CCOCC1)c1cccc2c1C(=O)c1ccc(N3CCCC3)cc1S2(=O)=O	/	-4.6	/	/	/	3.4	1.1	4.0	/
Following part
SMILES	MEKK2wt PB1 HTS	GalR3 antag	MEKK2mut PB1 HTS	GPR7 antag	NALP1 inh	OXTR agonist	OXTR potentiator	V1R ag counter	PfM18AAP inh
CCC(=O)c1ccc(OCC(=O)Nc2nn3cnnc3s2)cc1	109.0	-5.1	5.0	-1.1	23.2	1.2	-5.5	0.6	66.3*
Cc1cc(=O)oc2c(C)c(OCC(=O)NCCCN3CCOCC3)ccc12	100.0	-10.9	-7.0	-3.4	-6.6	-1.1	-15.6	0.2	0.3
CS(=O)(=O)/C(C#N)=C/c1cccn1S(=O)(=O)c1ccccc1	110.0	-9.0	7.0	-16.9	-29.0	-0.2	-9.7	1.0	3.7
Cc1cccc(-c2cc3nc4c(c(N5CCC6(CC5)OCCO6)n3n2)CCCC4)c1	/	-3.8	/	-1.4	/	-0.7	-8.8	0.5	0.1
O=C1CCN(Cc2ccccc2)CCN1[C@H](CSc1ccccc1)c1ccccc1	90.0	-5.1	-6.0	13.9	34.4	-0.4	-5.8	-0.2	-3.9
COc1ccc(/C=N/NC(=S)NC2CCS(=O)(=O)C2)cc1 (stereo unspecified)	97.0	-8.2	4.0	8.3	14.5	0.3	-4.1	-0.5	19.0
Cc1ccc(S(=O)(=O)N2CCOCC2)cc1NC(=O)COC(=O)c1ccc2c(c1)OCO2	100.0	-4.4	-2.0	-12.3	-1.9	0.1	-0.5	2.2	-0.5
O=C(c1nc2nc(-c3ccccc3)cc(C(F)(F)F)n2n1)N1CCCCC1	105.0	-4.7	8.0	-20.5	12.9	1.2	4.0	1.2	1.4
COc1ccc(Cl)cc1N(CC(=O)N1CCCC1)S(C)(=O)=O	110.0	-3.3	2.0	-14.3	-3.6	0.8	-0.8	1.0	2.6
Cc1cn(C2CC3OCC3O2)c(=O)[nH]c1=O (stereo unspecified)	106.0	-1.9	3.0	-4.5	3.6	0.3	-7.2	0.6	4.2
O=C(COC(=O)CNC(=O)c1cccc(F)c1)NCCC1=CCCCC1	116.0	-4.5	10.0	-10.2	4.2	-1.4	1.4	0.2	-4.9
CCn1cc(CNC(=O)C2CCC(=O)N(CCc3cccc(F)c3)C2)cn1 (stereo unspecified)	97.0	-4.3	-2.0	-11.2	2.2	/	/	/	-3.0
COCCN1C(=O)c2cc(C(=O)Nc3ccc(OC)c(OC)c3)ccc2C1Nc1ccc(OC)c(OC)c1 (stereo unspecified)	98.0	4.9	-2.0	-6.4	-0.3	-0.3	-3.9	0.5	5.2
CCOC(=O)N1CCC(N2C(=O)c3ccccc3C2Nc2cc(C(=O)OC)cc(C(=O)OC)c2)CC1 (stereo unspecified)	96.0	/	-4.0	-2.4	-0.1	0.2	4.3	0.0	-10.8
Cc1ccc(S(=O)(=O)N2CCN(CC(=O)N/N=C\C(Cl)=C\c3ccccc3)CC2)cc1	106.0	-2.9	0.0	-1.3	19.0	0.5	-1.0	-0.5	-6.3
COc1ccc(F)c(CN2CCC(N3CCC(C(=O)N4CCOCC4)CC3)CC2)c1	131.0	0.6	12.0	-16.3	12.8	0.5	-5.9	0.1	-10.3
Cc1ccc(C(=O)Oc2ccccc2N2C(=O)C3CCCCC3C2=O)cc1 (stereo unspecified)	/	-3.7	/	-4.7	-6.7	0.1	-2.9	-2.1	0.6
C/C(CC(=O)Nc1ccccc1[N+](=O)[O-])=N\NC(=O)COc1ccccc1C	104.0	-1.8	1.0	6.5	13.5	0.7	-6.4	1.0	-9.3
COc1cccc(NC(=O)Nc2cccc(C(=O)O)c2)c1	91.0	0.2	-6.0	-7.3	-3.2	-0.5	-5.2	-0.9	-2.9
COc1ccc(NC(=O)CCCN(C)S(=O)(=O)c2ccc(C)cc2)cc1	101.0	1.0	1.0	1.6	16.0	0.6	-2.6	1.0	4.1
O=C(CCN1CCN(Cc2ccccc2)CC1)NNC(=O)Cc1ccc(Cl)c(Cl)c1	96.0	-2.5	-4.0	8.2	13.0	-1.4	-5.2	0.4	-2.6
O=C(O)CC12CC3CC(C1)CC(n1ncc(NCC4CCCO4)c(Cl)c1=O)(C3)C2 (stereo unspecified)	82.0	-0.1	-27.0	-16.9	-5.0	0.1	-0.7	0.5	6.7
Cc1cc(/C=N/NC(=O)c2cccs2)c(C)n1-c1cnccn1	104.0	-3.0	6.0	9.8	1.3	-0.7	-4.2	-0.5	-1.6
O=C(/C=C/c1ccc(OC(F)F)cc1)Nc1cccc(S(=O)(=O)NC2=NCCCCC2)c1	107.0	-1.8	5.0	-9.4	-2.4	6.5	-9.8	9.8	2.5
Cc1cc(N2CCN(c3ccccn3)CC2)n2cc(-c3ccccc3)nc2n1	94.0	-3.6	-8.0	-12.2	42.9	-1.9	1.7	1.6	4.4
Other records follow:
SMILES	MEKK2wt PB1 HTS	GalR3 antag	MEKK2mut PB1 HTS	GPR7 antag	NALP1 inh	OXTR agonist	OXTR potentiator	V1R ag counter	PfM18AAP inh
C=CCSc1nc2sc3c(c2c(=O)n1-c1ccccc1)CCN(C)C3	106.0	-6.3	4.0	-8.0	-20.6	0.4	-11.9	13.2	10.5
Cn1cc(C(=O)C(=O)N2CCCc3ccccc32)c2ccccc21	91.0	-5.4	-10.0	1.6	-6.9	-2.2	-1.1	-0.2	12.0
CCCCCn1c(SCCN2CCOCC2)nc2c1c(=O)[nH]c(=O)n2C	94.0	1.6	-5.0	-2.7	39.6	-0.9	-13.7	-0.4	13.4
Cc1ccc(CNC(=O)[C@H](Cc2ccccc2)NC(=O)C2CCNCC2)cc1	105.0	-5.2	1.0	-9.3	8.9	0.2	-8.9	-0.5	-5.7
Cc1ccc(CNC(=O)[C@H](C)NC(=O)C2CCN(C(=O)[C@@H]3CCCN3C(=O)OC(C)(C)C)CC2)cc1	98.0	-4.2	-4.0	-2.9	18.5	-0.7	3.8	-1.1	11.7
COc1ccc(CNC(=O)C(=O)NCCC2CCCCN2S(=O)(=O)c2cccs2)cc1 (stereo unspecified)	/	-5.3	/	/	/	-0.9	3.4	1.6	/
Cc1c(Cl)cccc1NC(=O)CCNC(=O)N1CC(=O)Nc2ccccc21	95.0	-9.8	-2.0	-0.8	27.9	0.4	-3.5	0.6	-5.5
CC(OC(=O)Cn1cnc2c1c(=O)n(C)c(=O)n2C)C(=O)Nc1ccc(Cl)cc1 (stereo unspecified)	/	-3.0	/	/	/	1.7	0.3	5.5	/

Part of the list above, reduced to OXTR agonist, PfM18AAP inh and V1R ag counter.
| canonical_smiles | OXTR agonist | PfM18AAP inh | V1R ag counter |
| --- | --- | --- | --- |
| COc1ccc(CNC(=O)C(=O)NCCC2CCCCN2S(=O)(=O)c2cccs2)cc1 (stereo unspecified) | -0.9 | / | 1.6 |
| Cc1c(Cl)cccc1NC(=O)CCNC(=O)N1CC(=O)Nc2ccccc21 | 0.4 | -5.5 | 0.6 |
| CC(OC(=O)Cn1cnc2c1c(=O)n(C)c(=O)n2C)C(=O)Nc1ccc(Cl)cc1 (stereo unspecified) | 1.7 | / | 5.5 |
